From PubChem BioAssay
ASM inhibitor: Inhibitors of Secretory Acid Sphingomyelinase (S-ASM): qHTS. Potency, µM (titrated, usually from 57.5 µM), for the others: at the top dose activity change, negative = inhibition, usual class: inhibitors. 340,000 tested, 0.006% active. Sphingomyelin phosphodiesterase (Homo sapiens), P17405. placental ASM, HMU-PC fluorogenic substrate, 60 min; further: potency means the concentration at half of the fitted maximal effect
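Human placenta-derived ASM preincubated with compound 10 min at room temperature, then reacted with 9 uM (final) fluorogenic HMU-PC substrate for 60 min at 37 C. Stop solution raises pH to 10; fluorescence read at Ex 386/Em 447 nm.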
Mito fusion yeast: qHTS Assay for Small Molecule Inhibitors of Mitochondrial Division or Activators of Mitochondrial Fusion; S. cerevisiae fusion-defective mutant growth rescue, CellTiterGlo 48 h; Potency, µM (titrated, usually from 46.1 µM), inactives show top-dose growth rescue (activation), usual class: activators; 320,000 tested, 0.23% active; AID 485298, 2010;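 further: potency means the concentration at half of the fitted maximal effect; % of control where 0% means no effect; nearly all actives have a fitted effect of over 45% in size; temperature-sensitive fusion mutants such as fzo1-1 at 37 °C on non-fermentable ethanol glycerol medium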
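S. cerevisiae fusion-defective temperature-sensitive mutants (e.g. fzo1-1, mgm1-5) grown 48 h at 37C in YPEG (ethanol/glycerol non-fermentable) medium with 23 nl compound per well; growth rescue read as CellTiterGlo luminescence.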
Tb PFK block: qHTS Assay to Find Inhibitors of T. brucei phosphofructokinase; 330,000 tested, 0.17% active; ATP-dependent 6-phosphofructokinase (Trypanosoma brucei brucei), O15648; T. brucei PFK, ADP-Glo luminescence; Potency, µM (highest dose often 57.5 µM), for inactives: at the top dose activity, negative = inhibition, actives largely listed as inhibitors; AID 485367, 2010;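 further: potency means the concentration at half of the fitted maximal effect; 0% = uninhibited 1x PFK enzyme wells and -100% = no-enzyme wells; nearly all actives have a fitted effect of over 60% in size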
Target sequence (O15648 whole entry, looked up): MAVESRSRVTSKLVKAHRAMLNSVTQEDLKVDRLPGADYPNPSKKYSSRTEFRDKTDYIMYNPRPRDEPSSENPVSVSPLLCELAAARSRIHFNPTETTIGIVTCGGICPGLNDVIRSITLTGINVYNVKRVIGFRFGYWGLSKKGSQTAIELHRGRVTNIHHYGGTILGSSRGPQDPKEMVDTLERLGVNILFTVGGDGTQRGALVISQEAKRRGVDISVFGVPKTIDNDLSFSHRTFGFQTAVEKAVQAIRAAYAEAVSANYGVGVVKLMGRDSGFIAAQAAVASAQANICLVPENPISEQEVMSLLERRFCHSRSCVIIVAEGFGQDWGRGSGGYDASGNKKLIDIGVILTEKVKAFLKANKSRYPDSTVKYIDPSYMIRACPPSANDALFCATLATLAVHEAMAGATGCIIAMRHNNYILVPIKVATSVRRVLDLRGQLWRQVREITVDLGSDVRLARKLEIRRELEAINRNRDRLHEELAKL
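PFK 1.25 nM, F6P 0.5 mM, ATP 0.1 mM, 0.1 M TEA pH 8.0, 5 mM MgCl2, 0.01% Tween20, 0.1% BSA; 45 min RT. ADP-Glo readout. qHTS titration up to 57 uM; curves fitted, compounds curve-classed.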
Eya2 inh: qHTS Assay for Inhibitors of the Phosphatase Activity of Eya2 | Protein phosphatase EYA2 (Homo sapiens), O00167 | Potency, µM (highest dose often 76.9 µM), for inactives: top-dose activity, negative = inhibition, usual class: inhibitors | AID 488837, 2010 | recombinant Eya2, OMFP fluorescence dephosphorylation (OMFP is methylfluorescein phosphate) | 330,000 tested, 0.006% active; further: potency means the concentration at half of the fitted maximal effect; on the % scale 0 is the no-effect control and ±100 the full control effect
Target sequence (O00167 whole entry, looked up): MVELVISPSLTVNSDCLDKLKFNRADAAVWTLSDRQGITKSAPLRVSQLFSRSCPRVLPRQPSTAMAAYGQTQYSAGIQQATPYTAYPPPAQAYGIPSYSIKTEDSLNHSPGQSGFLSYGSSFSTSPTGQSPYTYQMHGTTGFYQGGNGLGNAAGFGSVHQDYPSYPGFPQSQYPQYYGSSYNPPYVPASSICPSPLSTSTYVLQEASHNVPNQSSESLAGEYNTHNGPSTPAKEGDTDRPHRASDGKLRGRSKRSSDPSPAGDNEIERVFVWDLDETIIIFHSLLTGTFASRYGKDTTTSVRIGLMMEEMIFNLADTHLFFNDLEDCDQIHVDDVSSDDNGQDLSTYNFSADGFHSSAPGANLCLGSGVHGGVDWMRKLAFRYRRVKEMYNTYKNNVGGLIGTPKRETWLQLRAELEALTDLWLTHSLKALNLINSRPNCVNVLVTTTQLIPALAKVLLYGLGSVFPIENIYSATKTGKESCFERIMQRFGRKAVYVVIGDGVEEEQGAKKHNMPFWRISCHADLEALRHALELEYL
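Eya2 protein (added as 0.2 uM solution) was preincubated with compound for 10 min at ambient temperature in 50 mM HEPES pH 7.5, 50 mM NaCl, 5 uM MgCl2, 0.05% BSA, 1 mM DTT. OMFP (added at 50 uM) then reacted 10 min; fluorescence read at 485/525 nm.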
AT treatment: qHTS Assay for Identifying a Potential Treatment of Ataxia-Telangiectasia; […] A-T fibroblasts, KAP-1 phosphorylation AlphaLISA; neocarzinostatin DNA damage 30 min before lysis; Potency, µM (top dose mostly 57.5 µM), inactives show at the top dose activation, actives largely listed as activators; 320,000 tested, 0.19% active; further: potency means the concentration at half of the fitted maximal effect; % of control where 0% means no effect; nearly all actives have a fitted effect of over 45% in size
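ATM-like activity read as KAP-1 phosphorylation via AlphaLISA donor/acceptor antibody pairs after lysis and 6 hr at 25C. Cells were ATM-null patient fibroblasts ([…], hTERT), dosed 60 min, then exposed to the DSB inducer NCS for 30 min.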
TCR activator: Activators of T cell receptors: qHTS campaign; 330,000 tested, under 10 active; primary human leukocytes, anti-CD3, IL-2 HTRF, 48 h; Potency, µM (highest dose often 9.22 µM), for inactives: at the highest dose activation of IL-2 secretion, usual class: activators; further: % of control where 0% means no effect
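Human primary leukocytes + a-CD3 beads + cpd, 48 hr; IL-2 in supernatant by HTRF (ex 320nm / em 665nm). No co-stimulatory signal supplied.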
ELG1 DNA repair: qHTS screen for small molecules that inhibit ELG1-dependent DNA repair in human embryonic kidney (HEK293T) cells expressing luciferase-tagged ELG1. HEK293T ELG1-luciferase reporter, luminescence, 16 h; DNA damage induced by 5-fluorouridine. Potency, µM (titrated, usually from 46.1 µM), for inactives: at the highest dose activity change, negative = inhibition, most hits filed as inhibitors. 330,000 tested, 2.3% active. AID 504467, 2011; further: potency means the concentration at half of the fitted maximal effect; on the % scale 0 is the no-effect control and ±100 the full control effect; nearly all actives have a fitted effect of over 55% in size
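5-Fluorouridine DNA damage + compound/DMSO, 2,000 cells/well, 16 h, 37 °C/5% CO2. ONE-Glo, 30 min RT, luminescence. Readout = decrease in reporter signal.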
Integrin act MD: qHTS for Activators of Integrin-Mediated Alleviation for Muscular Dystrophy. alpha7betagal myoblasts, beta-gal FDG fluorescence, 48 h. Potency, µM (series often up to 38.3 µM), without a hit: at the highest dose activation, hits mostly activators. 350,000 tested, 0.064% active. AID 624291, 2012;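 further: potency means the concentration at half of the fitted maximal effect; 100% = response of the positive control SU9516; nearly all actives have a fitted effect of over 60% in size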
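alpha7betagal+/- myoblasts (passage 13, 250/well) treated 48 h at 37C with compounds at 1:260 dilution of DMSO stock. Lysed, then beta-galactosidase activity read as FDG fluorescence (ex 480/em 540) after 30 min, with pre-read for autofluorescence.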
TSG101-PTAP inh: qHTS Assay for Iinhibitors of HIV-1 Budding by Blocking the Interaction of PTAP/TSG101; Tumor susceptibility gene 101 protein (Homo sapiens), Q99816; Fluorescence polarization, FITC-PTAP peptide / Tsg101 binding; Potency, µM (titrated, usually from 115 µM), for the others: at the highest dose activity change, negative = inhibition, actives largely listed as inhibitors; 340,000 tested, under 10 active; active means well fitted inhibition curve with a large enough effect in the main read-out, with a control signal flat, not every such curve was filed as active; inconclusive means small, poorly fitted or top-dose-only effect, or effect the other way, or a change in a side signal; inactive means no such curve, though single readings can be large or run the other way; further: potency means the concentration at half of the fitted maximal effect; % of control where 0% means no effect
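FP read-out: FITC-PTAP peptide, 50 nM final, binding Tsg101 binding domain, 10 uM final; 20 min, r.t.; 10 mM HEPES pH 7.5, 0.15 M NaCl, 0.01% Tween 20, 3 mM EDTA, 0.1 mM TCEP.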
BCR signal inh: qHTS Assay to Find Inhibitors of Chronic Active B-Cell Receptor Signaling; Potency, µM (titrated, usually from 46.1 µM), for the others: at the highest dose ratio change, negative = lower green/red ratio, usual class: inhibitors; ABC-DLBCL IkBa-CBG/CBR reporter, luminescence ratio, 4 h; AID 493014, 2011; 340,000 tested, 0.05% active; active means well fitted inhibition curve with a large enough effect in the signal ratio, with a control signal flat, not every such curve was filed as active; inconclusive means small, poorly fitted or top-dose-only effect, or effect the other way, or a change in a side signal; the % refers to the signal ratio;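 further: potency means the concentration at half of the fitted maximal effect; plate controls were basal doxycycline-induced cells for no effect and cells given 10 µM MG132 for full effect; MG132 reads +100%, hits lower the ratio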
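TMD8 human ABC-DLBCL cells with doxycycline-inducible IκBα–green luciferase fusion and unfused red luciferase, in 0.5% FBS medium; compounds up to 46 uM, 4 h at 37C. Green/red luminescence ratio, filter-overlap corrected, fitted to concentration-response curves.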
TSHR antag: Antagonists of the Thyroid Stimulating Hormone Receptor: HTS campaign; AID 504810, 2011; activity change, negative = inhibition, % at 11.5 µM; Thyrotropin receptor (Homo sapiens), P16473; TSHR-expressing cells, TSH-stimulated cAMP HTRF, 2 h; active compounds read low; 330,000 tested, 0.2% active;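 active means activity change below a set negative limit, meaning inhibition stronger than a set level, cut at about -70% in these data; inconclusive means activity change between two set negative limits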; further: on the % scale 0 is the no-effect control and ±100 the full control effect
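Read-out is FRET at 665 nm (cryptate excitation 337 nm) from a cryptate-tagged anti-cAMP antibody, competed by cell cAMP against cAMP-d2. Compounds are tested on freshly harvested TSHR cells challenged with 4nM TSH (EC80) for 2 hours at 37 deg C.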
* = called active by the depositor; ? = inconclusive; · = no result given; [ ] = remark or other dose. Unless noted, the call rests on the fitted dose curve; in most records, active means well fitted curve in the direction sought with a large enough effect; inconclusive means small, poorly fitted or top-dose-only effect, or another doubt; inactive means no such curve, though single readings can be large; an effect the other way counts as inactive or inconclusive.

entry	canonical_smiles	ASM inhibitor	Mito fusion yeast	Tb PFK block	Eya2 inh	AT treatment	TCR activator	ELG1 DNA repair	Integrin act MD	TSG101-PTAP inh	BCR signal inh	TSHR antag
1	O=C1CCC2(C(=O)O)Sc3ccccc3N12 (stereo not drawn)	4%	1%	4%	-13%	0%	3%	3%	4%	-9%	28%	4
2	c1cc2c(cc1-n1cnnn1)OCO2	3%	-13%	0%	-14%	3%	-4%	0%	31%	0%	3%	5
3	O=C(CSc1nnc(-c2cccnc2)n1C1CCCCC1)NC1CCCC1	3%	0%	6%	-11%	11%	-2%[46.1 µM]	-3%	-8%[7.66 µM]	-9%	1%	-8
4	CC1CCC(NC(=O)C(=O)Nc2ccc3c(c2)OCO3)CC1 (stereo not drawn)	-1%	3%	2%	-2%	-17%	-5%	?	11%	1%	?	6
5	Cc1cc(C)nc(-n2nc(C)c(C3(O)C(=O)Nc4ccccc43)c2N)n1 (stereo not drawn)	5%	-5%	-1%	3%	1%	-2%	1%	-1%	0%	-6%	17
6	Cc1ccc(CC2C(=O)N(c3ccc(F)cc3)C(=O)C2C)cc1 (stereo not drawn)	-2%	6%	-1%	6%	22%	·	?	32%	0%	-1%	-9
7	C/C(=N\Nc1ccc([N+](=O)[O-])cc1)c1ccc(O)cc1	?	7%	-2%	-20%	-6%	9%	?	-38%	4%	?	-5
8	Cc1ccc(S(=O)(=O)Nc2nccs2)cc1[N+](=O)[O-]	2%	-3%	-1%	3%	-9%	11%	13%	2%	-2%	?	4
9	NC(=O)c1ccccc1N1CCCCC1	5%	2%	9%	-21%	2%	-5%	-19%	-1%	-2%	-1%	17
10	COc1ccc(C(=O)/C=C/c2ccc(OC)c(COc3ccccc3F)c2)cc1	13%	1%	-13%	2%	1%	4%[46.1 µM]	?	-29%	-1%	0%	-4
11	COc1ccc(C(=O)N2CCN(S(=O)(=O)N3CCOCC3)CC2)cc1OC	5%	1%	17%	0%	-3%	7%	3%	?	-3%	3%	2
12	O=C(Cc1cccs1)Nc1ccc(F)c(F)c1	-1%	1%	-12%	5%	5%	·	7%	-16%	0%	2%	-1
13	CCCN1CCN(C(c2cc3cc4c(cc3[nH]c2=O)OCO4)c2nnnn2C(C)(C)C)CC1 (stereo not drawn)	224%[activator]	0%	0%	11%[15.4 µM]	-1%	0%	20%	7%	-1%	-11%	-1
14	O=C(COC(=O)c1ccc[nH]c1=O)NCCc1ccc(Cl)cc1Cl	-3%	-1%	-14%	10%	-7%	-9%	?	-21%	-5%	?	1
15	C=CCn1c(O)c(N=NC(=S)Nc2ccc(OC)cc2)c2ccccc21	-10%	-16%	1%	3%	-15%	3%	?	13%	-4%	?	-16
16	COc1ccccc1N1CCN(/N=C/c2ccc(OC)c(OC)c2OC)CC1	2%	2%	1%	9%	-1%	-6%	-6%	-4%	-4%	1%	-6
17	CCOC(=O)Cc1nnc(Nc2ccc(C(=O)NC)cc2)c2ccccc12	13%	1%	-1%	-1%	-8%	-4%	0%	-22%	0%	?	4
18	C=CCn1cnc2sc(C(=O)Nc3ccccc3OC)c(C)c2c1=O	5%	11%	-4%	-6%	-3%	10%	5%	18%	-2%	?	-7
19	CSc1ccccc1NS(=O)(=O)c1cccc2nonc12	1%	-1%	-6%	3%	-6%	5%	1%	-8%	-3%	-1%	-7
20	CCOc1ccc(S(=O)(=O)NCCCn2ccnc2)cc1NC(C)=O	2%	0%	3%	-3%	-8%	3%	4%	19%	1%	-1%	20
21	O=C(NC(=S)NCc1ccncc1)c1ccccc1	-2%	1%	-6%	-2%	-2%	1%	-1%	17%	-4%	?	2
22	CN1C2CCC1CC(NS(=O)(=O)c1ccc(C#N)cc1)C2 (stereo not drawn)	2%	-2%	-1%	4%	4%	3%	16%	-6%	-8%	5%	0
23	O=C(NCc1ccc2c(c1)CCO2)Nc1cccc(C(F)(F)F)c1	-1%	-5%	0%	7%	6%	-6%	-6%	17%	-7%	?	-1
24	O=C(CSc1cccc[n+]1[O-])NCC1CCCCC1	0%	4%	-1%	6%	3%	5%	3%	0%	-3%	1%	3
25	Cc1ccc(C)c(NC(=O)c2cc3ccccn3n2)c1	-1%	7%	-6%	0%	13%	-6%	?	10%	-6%	?	-5
26	CCOc1ccccc1CN1CCC(O)CC1	2%	0%	1%	6%	-2%	2%	2%	-28%	-6%	-4%	6
27	Cc1c(C(=O)OCC[N+]2(C)CCCCC2)oc2ccccc12	1%	1%	-8%	7%	0%	12%	-7%	21%	-12%	?	-1
28	O=C(N/N=C/c1ccc(Cl)c([N+](=O)[O-])c1)c1cc(-c2ccc3c4c(cccc24)CC3)n[nH]1	-2%	15%	3%	-4%	3%	2%	?	9%	0%	?	-7
29	CCOc1ccccc1N1CCN(C(=O)c2ccc(S(=O)(=O)Nc3ccccc3)cc2)CC1	0%	4%	-1%	5%	-5%	0%	?	19%	-7%	?	-4
30	CN(Cc1ccccc1)C(=O)c1ccc2c(c1)OCO2	3%	2%	0%	-6%	2%	-1%[46.1 µM]	?	-2%	-5%	-9%	-10
31	CCC(=O)Nc1nonc1-c1nc2ccccc2n1CCC(C)C	-16%	4%	1%	-18%	33%	6%	23µM*	-17%	-12%	4%	-7
32	CC(=NCCc1c(C)[nH]c2ccc(C)cc12)C1=C(O)CC(c2ccccc2)CC1=O (stereo not drawn)	-13%	?	-1%	5%	-1%	-1%	?	-1%	-5%	-15%	-16
33	CCCN=C1N(CC)C[C@@H]2[C@@H]3C(=O)N(Cc4ccccc4)C(=O)[C@@H]3[C@](C)(C(=O)OC)N12	4%	·	1%	7%	6%	-12%[46.1 µM]	15%	33%	-4%	?	12
34	COc1ccc(/C(=C\Nc2ccc(C)c(C)c2)C(C)=O)cc1OC	1%	1%	-1%	-33%	2%	3%	?	-5%	-3%	-8%	-2
35	CC(C)CCN1CCN(Cc2nc(-c3ccccc3)cs2)CC1CCO (stereo not drawn)	-5%	1%	5%	-10%	1%	4%	4%	6%	-3%	1%	6
36	COC(=O)c1ccc(N2NC(=O)/C(=C/c3cc(OC)c(O)c(OC)c3)C2=O)cc1	5%	-19%	11%	?	2%	4%	2%	-16%	14%	1%	13
37	O=C1N=c2ccccc2=C1c1sc(=S)n(NC(=O)c2ccccc2)c1O	-16%	4%	0%	4%	-8%	6%	-14%	4%	0%	?	-2
38	CC(C)N1C(=O)CCC1C(=O)O (stereo not drawn)	0%	0%	0%	5%	7%	-7%	8%	0%	0%	?	12
39	CS(=O)(=O)N(CC(=O)N/N=C/c1ccccn1)c1ccc(Oc2ccccc2)cc1	-6%	-1%	5%	7%	6%	5%	-9%	-16%	1%	-2%	-9
40	COc1ccc(C(=O)Cn2c(=O)oc3ccc(C)cc32)cc1	-2%	-13%	0%	-10%	0%	-7%	-4%	2%	-3%	-1%	-11
41	O=S(=O)(NCc1ccc(F)cc1)c1cc(Br)ccc1Br	-5%	?	0%	-21%	4%	13%	20%	4%	-4%	-1%	-30
42	O=C(CCNC(=O)c1ccc(Cl)cc1)NCC(c1ccco1)N1CCCCC1 (stereo not drawn)	1%	-4%	-3%	2%	12%	-1%	6%	0%	-3%	0%	18
